FLuc counter – inhibits or activates purified firefly luciferase, miR-21 counter-screen; P08659; purified FLuc, Km substrates, luminescence inhibition; Potency, µM (titrated, usually from 57.5 µM), for the others: at the highest dose activity change, negative = inhibition, actives largely listed as inhibitors; actives 6.9% (n = 360,000);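 note: potency is the fitted concentration of half-maximal effect; plate controls were vehicle for no effect and reference inhibitor for full effect; nearly all actives have a fitted effect of over 55% in size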
Target sequence (P08659 whole entry, looked up): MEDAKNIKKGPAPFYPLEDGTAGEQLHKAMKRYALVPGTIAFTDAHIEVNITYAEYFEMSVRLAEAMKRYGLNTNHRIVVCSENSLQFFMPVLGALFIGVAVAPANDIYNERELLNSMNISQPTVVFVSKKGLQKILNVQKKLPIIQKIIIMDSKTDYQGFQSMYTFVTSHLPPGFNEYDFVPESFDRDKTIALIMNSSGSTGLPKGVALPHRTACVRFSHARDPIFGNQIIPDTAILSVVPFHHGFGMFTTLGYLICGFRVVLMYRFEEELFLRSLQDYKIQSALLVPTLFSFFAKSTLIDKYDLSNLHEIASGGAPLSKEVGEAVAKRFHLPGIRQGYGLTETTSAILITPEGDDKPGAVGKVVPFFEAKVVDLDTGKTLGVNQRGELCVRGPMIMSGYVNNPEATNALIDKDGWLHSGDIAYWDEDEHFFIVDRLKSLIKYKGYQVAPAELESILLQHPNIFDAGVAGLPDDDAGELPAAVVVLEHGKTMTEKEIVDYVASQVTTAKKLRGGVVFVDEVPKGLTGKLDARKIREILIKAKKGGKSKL
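Purified P. pyralis luciferase, 10 nM final, with Km-level 10 uM D-luciferin and 10 uM ATP in 50 mM Tris acetate pH 7.5, 10 mM Mg acetate, 0.01% Tween-20, 0.05% BSA; 6-point qHTS titration about 60 µM downward; luminescence read.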
p53 reactivation – re-activators of mutant p53; H1299 p53-A138V BP100-luciferase reporter, luminescence, 24 h; actives 0.063% (n = 320,000); Potency, µM (series often up to 92.2 µM), for inactives: top-dose activity change, positive = activation, actives largely listed as activators; AID 504706; note: potency is the fitted concentration of half-maximal effect; % of control where 0% means no effect; nearly all actives have a fitted effect of over 45% in size
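H1299 (p53-null), stable ts p53-A138V + BP100-Luc; 1000 cells/well, Opti-MEM/10% FBS; cpd 4 pt, 1:5; 24 h, 37 deg C, 5% CO2; detection reagent 10 min RT; luminescence.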
Giardia kill – kills Giardia lamblia; Giardia lamblia trophozoite viability; activity change, % at 7.66 µM, hits read low; actives 0.15% (n = 340,000); AID 540267; in the data active = activity change below about -80%; inconclusive = between about -30% and that limit;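 note: parasites exposed to compound for two days anaerobically before the ATP read; % is set by controls: 0 for no effect and ±100 for the full control effect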
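Luminescence from cellular ATP indicates surviving trophozoites (100 cells/well) following 48 hrs anaerobic compound treatment at 37 deg C; signal develops 15-30 min at room temperature.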
ELG1 genotoxic – inducers of genotoxicity in HEK293T ELG1-luciferase cells; HEK293T ELG1-luciferase reporter, luminescence, 16 h; AID 504466; actives 1.3% (n = 330,000); Potency, µM (series often up to 46 µM), without a hit: at the top dose activity change, positive = activation, usual class: activators; note: potency is the fitted concentration of half-maximal effect; % of control where 0% means no effect; nearly all actives have a fitted effect of over 60% in size
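Quantitative HTS format in 1536-well plates. HEK293T ELG1-luciferase reporter cells receive test compound and are incubated 16 hr at 37 °C, 5% CO2; ONE-Glo added, 30 min room temperature, then luminescence read.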
NPC1 prom act – activates the NPC1 promoter | AID 485313 | actives 2.4% (n = 320,000) | Huh7 NPC1 promoter luciferase reporter, 24 h | Potency, µM (doses to about 9.22 µM), without a hit: at the top dose activation, hits mostly activators;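 note: potency is the fitted concentration of half-maximal effect; % of control where 0% means no effect; nearly all actives have a fitted effect of over 60% in size; reporter is driven by a mutant NPC1 promoter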
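Compounds in DMSO were transferred onto Huh7 NPC1-luciferase reporter cells pre-incubated 2 h; after 24 h at 37 °C, Amplite reagent was dispensed and luminescence recorded 10 min later.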
VP16 counter – counter-screen for ROR gamma inhibitors: Gal4-VP16 reporter. Drosophila S2 Gal4-VP16 UAS-luciferase, luminescence, 20 h. actives 3.5% (n = 310,000). Potency, µM (highest dose often 53.6 µM), for the others: top-dose activity, negative = inhibition, actives largely listed as inhibitors. AID 2546;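 note: Gal4-VP16 expression switched on by copper sulfate through the metallothionein promoter; potency is the fitted concentration of half-maximal effect; % is set by controls: 0 for no effect and ±100 for the full control effect; nearly all actives have a fitted effect of over 50% in size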
BRCA1 expr act – activators of BRCA1 expression | MCF7-BRCA1-FFLuc reporter, luminescence, 48 h; response scale: scaled: vehicle 0%, 10 µM genistein 100% | Potency, µM (highest dose often 46.1 µM), without a hit: at the top dose activation, usual class: activators | actives 1.1% (n = 380,000) | AID 624202; note: potency is the fitted concentration of half-maximal effect; nearly all actives have a fitted effect of over 80% in size; some results filed as inactive show a strong effect at the top dose
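Luminescence from a BRCA1-driven firefly luciferase in MCF7 cells was read after 48 h compound exposure at 37 C. Data normalized against DMSO and a 10microM genistein activation control, then curve-fitted across the titration.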
Menin-MLL TR inh – menin-MLL binding inhibition, Texas Red mutant peptide; O00255; Menin + Texas Red MLL mutant peptide, fluorescence polarization; Potency, µM (top dose mostly 61.6 µM), without a hit: at the highest dose FP activity change, negative = inhibition, actives largely listed as inhibitors; actives 0.23% (n = 270,000); active = well fitted inhibition curve with a large enough effect in the polarisation, with a control signal flat, not every such curve was filed as active; inconclusive = small, poorly fitted or top-dose-only effect, or effect the other way, or a change in a side signal; inactive = no such curve, though single readings can be large or run the other way; the % refers to the polarisation; note: potency is the fitted concentration of half-maximal effect; % of control where 0% means no effect; many of its hits are not listed in these tables
Rab9 promoter act – Rab9 promoter activation; actives 2.8% (n = 320,000); Huh7 Rab9 promoter-luciferase reporter, luminescence, 24 h; Potency, µM (doses to about 9.22 µM), without a hit: at the highest dose activation, negative = inhibition, hits mostly activators; note: potency is the fitted concentration of half-maximal effect; % of control where 0% means no effect; nearly all actives have a fitted effect of over 60% in size
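Huh7 cells stably carrying a Rab9 promoter-luciferase reporter, 1500 cells per well in OP-MEM I with 10% FBS, treated with compound 24 hours at 37C. Luciferase activity read by luminescence after 10 minutes with Amplite reagent.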
RORg inh – ROR gamma (mouse) transcription inhibition. Drosophila S2 Gal4-RORgamma UAS-luciferase reporter, 20 h. actives 5.4% (n = 310,000). P51450. Potency, µM (titrated, usually from 53.6 µM), for inactives: top-dose activity change, negative = inhibition, actives largely listed as inhibitors. AID 2551; note: potency is the fitted concentration of half-maximal effect; % is set by controls: 0 for no effect and ±100 for the full control effect; nearly all actives have a fitted effect of over 60% in size
Target sequence (P51450 whole entry, looked up, the tested form may be a part): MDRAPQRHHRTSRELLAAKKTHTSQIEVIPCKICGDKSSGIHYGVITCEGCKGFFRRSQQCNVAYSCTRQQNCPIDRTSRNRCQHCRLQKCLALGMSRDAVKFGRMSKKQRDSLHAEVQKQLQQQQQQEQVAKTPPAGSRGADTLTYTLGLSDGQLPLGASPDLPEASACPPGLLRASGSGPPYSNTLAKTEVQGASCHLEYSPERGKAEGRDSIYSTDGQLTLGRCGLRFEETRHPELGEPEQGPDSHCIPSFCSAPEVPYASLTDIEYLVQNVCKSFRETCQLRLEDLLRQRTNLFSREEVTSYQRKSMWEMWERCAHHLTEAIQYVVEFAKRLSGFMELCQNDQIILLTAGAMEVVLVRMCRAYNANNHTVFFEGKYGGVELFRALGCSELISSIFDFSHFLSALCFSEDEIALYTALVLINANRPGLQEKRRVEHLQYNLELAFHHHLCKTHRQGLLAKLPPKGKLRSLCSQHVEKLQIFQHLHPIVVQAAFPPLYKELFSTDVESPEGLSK
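A Gal4/UAS one-hybrid system in insect cells: metallothionein-promoter Gal4–ROR gamma fusion plus Photinus luciferase reporter. Copper sulfate 700 uM final, 20 hr ambient incubation, luminescent detection after 10 min with reagent.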
PKM2 act – activators of human pyruvate kinase M2. P14618. purified PKM2, Kinase-Glo ATP luminescence, activation; response scale: 0% is enzyme alone, no compound. Potency, µM (highest dose often 57.5 µM), for inactives: at the top dose activation, usual class: activators. actives 0.34% (n = 260,000). AID 1631; note: potency is the fitted concentration of half-maximal effect; % is set by controls: 0 for no effect and ±100 for the full control effect; nearly all actives have a fitted effect of over 55% in size
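ATP formation by purified human PK-M2, quantified via coupled luciferase luminescence after 1 h at room temperature with 0.1 mM ADP and 0.5 mM PEP final.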
An asterisk follows results filed as active; ? = inconclusive; nt = not tested or not shown; & = joins results of further samples; [ ] = remark or other dose. Unless noted, calls come from the whole dose curve; as a rule, active = well fitted curve in the direction sought with a large enough effect; inconclusive = small, poorly fitted or top-dose-only effect, or another doubt; inactive = no such curve, though single readings can be large; an effect the other way counts as inactive or inconclusive.

canonical_smiles	FLuc counter	p53 reactivation	Giardia kill	ELG1 genotoxic	NPC1 prom act	VP16 counter	BRCA1 expr act	Menin-MLL TR inh	Rab9 promoter act	RORg inh	PKM2 act
Cc1ccc(CC(=O)Nc2nccs2)cc1	-10%	nt	-12	1%	1%	nt	-10%	1%	10%	nt	-1%
Cc1ccc(C)c(N(C(=O)c2csnn2)C(C(=O)NC2CCCCC2)c2ccncc2)c1 (configuration not stated)	-1%	1%	-5	0%	-3%	6%	-8%	-1%	1%	30%	nt
COc1ccc(C(=O)Nc2ccc([N+](=O)[O-])cn2)c(OC)c1	0.3µM*	?	-25	1.2µM*	1.1µM*	-25%	?	-7%	0.45µM*	-12%	-1%
Cc1ccc(CCNC(=O)C2CCC(=O)N(CC3CCCCC3)C2)cc1 (configuration not stated)	1%	-15%	-6	-8%	-2%	-4%	-35%	?	3%	-25%	-1%
CCOC(=O)C1CCN(C(=O)c2ccc(N(C)S(=O)(=O)c3ccc(OC)cc3)cc2)CC1	4%	0%	16	-5%	-2%	29%	0%	-20%	-5%	34%	1%
Cc1cccc(Cn2c(N3CCN(c4ccccc4)CC3)nc3c2c(=O)n(C)c(=O)n3C)c1	-4%	3%	-11	0%	-5%	-7%	-38%	?	5%	?	-2%
COC(=O)[C@@]1(Cc2ccc(F)cc2)[C@H]2c3cc(C(=O)N(C)C)n(Cc4ccc(OC(F)(F)F)cc4)c3C[C@H]2CN1C(=O)c1ccccc1	0%	-3%	nt	11%	-8%	-2%&17%	nt	-20%&0%	1%	?	0%&-4%
CCOC(=O)CC(=O)CSc1ccc2nnc(-c3ccc(C)cc3)n2n1	4%	-16%	0	-1%	-5%	7%	11%	7%	2%	-3%	0%
CCc1noc(C)c1C(=O)N1CCCC(N2CCN(c3cccc(Cl)c3)CC2)C1 (configuration not stated)	0%	-15%	-19	-9%	-1%	-5%	0%	nt	-2%	20%	-1%
CC(C)(C)c1ccc(Cn2ccc(-c3ccc4c(c3)OCO4)n2)cc1	27µM*	?	5	1%	8%	-9%	72%	6%	12%	5%	-10%
O=C1NC2(CCCCCC2)C(=O)N1Cc1ccccc1Cl	3%	0%	-15	0%	3%	-13%	-1%	0%	-12%	23%	nt
CC(C)C1Oc2ccccc2N(CC(=O)N(Cc2ccccn2)C2CC2)C1=O (configuration not stated)	3%	2%	-8	-12%	-4%	-14%	-38%	-1%	-2%	-31%	3%
O=C1CC(NS(=O)(=O)c2ccc([N+](=O)[O-])cc2)CN1c1ccc(Cl)cc1 (configuration not stated)	0%	-4%	-2	-10%	1%	nt	-14%	nt	-1%	nt	nt
CS(=O)(=O)N1CCN(c2ccccc2NC(=O)c2ccc3c(c2)OCCO3)CC1	-1%	-3%	0	-2%	-2%	-22%	-18%	4%	-2%	17%	3%
COc1cccc(NC(=O)C2=COCCO2)c1	?	16%	7	?	?	nt	?	nt	3.2µM*	nt	nt
O=C(OCC(=O)N1CCN(c2ccccc2)CC1)c1ccco1	-6%	15%	14	-4%	3%	1%	5%	10%	5%	43%	-1%
Cc1c(NC(=O)Nc2cccc(Cl)c2Cl)c(=O)n(-c2ccccc2)n1C	3%	-2%	-2	-1%	-3%	-4%	-7%	1%	0%	-7%	-2%
CN(Cc1cccc(F)c1)C(=O)Cc1ccc(S(=O)(=O)N2CCOCC2)s1	3%	1%	17	1%	1%	nt	4%	nt	2%	nt	nt
COCCN(C(=O)Cc1cccs1)C(C(=O)NC1CCCC1)c1cc(OC)c(OC)c(OC)c1 (configuration not stated)	4.8µM*	6%	28	?	?	25%	-6%	-7%	?	37%	6%
Fc1ccc(-c2csc3ncnc(Cl)c23)cc1	-1%	27%	6	0%	4%	?	5%	-12%	4%	?	1%
COc1cc(NC(=S)NCc2cccnc2)c(OC)cc1Cl	1%	-5%	20	-5%	7%	-6%	-19%	6%	-2%	-11%	-25%
CN1CCN(C(=O)NC2CCCCC2)CC1	-2%	5%	-13	0%	-1%	-4%	1%	-4%	0%	-10%	-5%
Nc1nonc1C(=O)NCCc1ccccc1	0%	11%	-13	?	-1%	10%	4%	1%	-3%	?	5%
C=CCNC(=S)Nc1sc2c(c1C(N)=O)CCCC2	15µM*	3%	9	2%	14%	?	0%	nt	10%	11µM*	16%
CCc1ccc(C2NC(c3ccc(CC)cc3)C([N+](=O)[O-])C(C)(C)C2[N+](=O)[O-])cc1 (configuration not stated)	9%	-7%	5	3%	-6%	1%	-27%	0%	0%	-5%	-2%
Cc1ccc(S(=O)(=O)Oc2ccc(/C=C3/C(=N)N4C(=NC3=O)SN=C4S(C)(=O)=O)cc2)cc1	-8%	11%	-18	8%	0%	-6%	19%	nt	5%	11%	nt
O=C(c1ccccc1)c1ccc(OCC(=O)N2CCOCC2)cc1	-17%	0%	-7	1%	-5%	2%	32%	-2%	17%	21%	1%
COc1ccc(NC(=O)/C(Cl)=C(/Cl)S(=O)(=O)Cc2ccc(C)cc2)cn1	-3%	-17%	-3	-21%	-33%[inhibitor]	3.2µM*	-97%[inhibitor]	-8%	-37%[inhibitor]	4.5µM*	3%
Cc1cc2c(ncn2C)c(NS(=O)(=O)c2ccc(F)cc2)c1C	3%	1%	10	-1%	12%	10%	-2%	-8%	3%	-24%	0%
O=C(NCc1csc(-c2ccccc2)n1)c1cc(F)cc2c1OCOC2	19µM*	13%	9	19%	?	1%	49%	nt	?	44%	5%

Look-ups from the list:
Under BRCA1 expr act, `COc1cc(NC(=S)NCc2cccnc2)c(OC)cc1Cl` has the entry -19%
Under PKM2 act, `Cc1ccc(CC(=O)Nc2nccs2)cc1` has the entry -1%
Under VP16 counter, `COCCN(C(=O)Cc1cccs1)C(C(=O)NC1CCCC1)c1cc(OC)c(OC)c(OC)c1` (configuration not stated) has the entry 25%
Under RORg inh, `C=CCNC(=S)Nc1sc2c(c1C(N)=O)CCCC2` has the entry 11µM*
Under Giardia kill, `O=C(NCc1csc(-c2ccccc2)n1)c1cc(F)cc2c1OCOC2` has the entry 9

Shown with two lines to a compound: 2 of the compounds above.
The line under a structure holds: FLuc counter	p53 reactivation	Giardia kill	ELG1 genotoxic	NPC1 prom act	VP16 counter	BRCA1 expr act	Menin-MLL TR inh	Rab9 promoter act	RORg inh	PKM2 act
- COc1ccc(NC(=O)/C(Cl)=C(/Cl)S(=O)(=O)Cc2ccc(C)cc2)cn1
 : -3%	-17%	-3	-21%	-33%[inhibitor]	3.2µM*	-97%[inhibitor]	-8%	-37%[inhibitor]	4.5µM*	3%
- COc1cc(NC(=S)NCc2cccnc2)c(OC)cc1Cl
 : 1%	-5%	20	-5%	7%	-6%	-19%	6%	-2%	-11%	-25%

The list continues.
canonical_smiles	FLuc counter	p53 reactivation	Giardia kill	ELG1 genotoxic	NPC1 prom act	VP16 counter	BRCA1 expr act	Menin-MLL TR inh	Rab9 promoter act	RORg inh	PKM2 act
Cc1cccc([C@H]2[C@@H]3C=CC[C@@H](C)[C@@H]3C(=O)N2Cc2ccccc2)c1	nt	0%	2	-4%	nt	-21%	12%	-14%[94.6 µM]	nt	0%	nt
O=C(Nc1nc2cc3c(cc2s1)OCO3)C1CCCCC1	4.8µM*	?	4	?	1.8µM*	?	?	nt	1.3µM*	?	-6%
CCC(C)C(NC(=O)OC(C)(C)C)C(=O)NC(CC(C)C)C(N)=O (configuration not stated)	-4%	?	-9	-5%	8%	nt	-13%	-1%	-7%	36%[0.365 µM]	-21%
CCOC(=O)N1CCC(NC(=O)CN(C)S(=O)(=O)c2cc3c(cc2Cl)NC(=O)CO3)CC1	2%	-5%	5	2%	-1%	-4%	-4%	-4%	-2%	4%	-8%
COc1cccc(C(=O)C2CCCN(Cc3cccn3-c3ccccn3)C2)c1 (configuration not stated)	-3%	-3%	-20	-10%	-4%	-9%	-25%	?	-6%	-1%	-2%
O=C(Nc1ccccc1)N1CCN2C(=O)c3ccccc3C12c1ccccc1 (configuration not stated)	-1%	-6%	-9	-8%	-2%	-3%	-22%	-5%	-5%	?	0%
O=C(CC(C(=O)O)c1ccc(Cl)cc1)c1ccc(Cl)c(Cl)c1 (configuration not stated)	?	-7%	-4	-3%	2%	-4%	-22%	-9%	-2%[1.84 µM]	27%	nt
Cc1cccc(-c2noc(CCCC(=O)NC3CCCC3)n2)c1	-1%	-2%	-5	-12%	-6%	?	2%	-3%	2%	30%	nt

Some of the compounds tested (hit frequency here may not be typical).
